Source: PubChem
Tn6 DDE FP = DD(E)-Tn6 binding inhibition, primary FP screen; P02675; Fibrin DD(E) TRITC-Tn6 fluorescence polarization displacement; inhibition, % at 8.3 µM; 370,000 tested, 0.21% active;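 active = inhibition above a per-campaign cutoff: mean of compounds within control limits plus 3 SD, cut at about 15% in these data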;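 also: 0% = median of all compound wells on the plate and 100% = blocking peptide control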
PLC-beta3 inh = inhibitors of human phospholipase C beta3; 370,000 tested, 0.18% active; Purified PLC-beta3, fluorogenic substrate, fluorescence; Q01970; inhibition, % at 12.2 µM; in the data active = inhibition above about 11%;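 also: 0% = median of compound wells on plate and 100% = full blocker control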
ARFGAP1 inhibitor = inhibits rat ARF GTPase activating protein 1. Q62848. Arfgap1-stimulated ARF1 GTP hydrolysis, GDP FP detection. inhibition, % at 16.5 µM. 360,000 tested, 0.26% active. AID 651572;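 active = inhibition above a per-plate limit, mean inhibition of low control wells plus 3 SD, cut at about 25% in these data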;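 also: 0% = DMSO wells with enzyme and 100% = wells lacking Arfgap1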
Target sequence (Q62848 1-136 limits assumed): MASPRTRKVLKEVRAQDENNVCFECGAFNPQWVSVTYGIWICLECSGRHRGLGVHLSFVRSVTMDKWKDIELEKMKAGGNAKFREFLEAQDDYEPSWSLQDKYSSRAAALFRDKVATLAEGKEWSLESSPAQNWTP
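Material: rat Arfgap1 catalytic domain, aa 1-136; also added: human ARF1(Δ1-17)-GTP substrate; compound dosing: one concentration, 16.5 µM, DMSO 1.26%; incubation: GTP hydrolysis reaction 2 h at 25 °C; measured by: Tracer-displacement fluorescence polarization with EDTA stop, 620/688 nm; evaluation: % inhibition from polarization; repeats: one replicate per compound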
KLK7 zymogen act = proKLK7 (human) activation, primary screen. P49862. purified proKLK7, EDANS-DABCYL substrate fluorescence; 100% is mature enzyme control, 0% vehicle. activation, % at 7 µM. 370,000 tested, 0.9% active;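 active = activation above the mean of all tested compounds plus 3 SD, computed per campaign excluding outliers beyond control limits, cut at about 13% in these data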
Target sequence (P49862 whole entry, looked up): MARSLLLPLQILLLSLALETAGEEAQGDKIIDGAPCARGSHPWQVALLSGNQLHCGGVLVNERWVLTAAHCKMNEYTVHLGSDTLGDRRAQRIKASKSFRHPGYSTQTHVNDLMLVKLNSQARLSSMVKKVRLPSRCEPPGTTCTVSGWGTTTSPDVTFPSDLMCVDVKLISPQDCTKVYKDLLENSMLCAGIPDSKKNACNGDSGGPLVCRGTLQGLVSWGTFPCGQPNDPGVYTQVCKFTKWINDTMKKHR
ADAM17 inh = inhibitors of human ADAM17; AID 720648; recombinant ADAM17, EDANS/DABCYL FRET peptide cleavage; 370,000 tested, 0.83% active; P78536; inhibition, % at 6.95 µM;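 active = inhibition above the mean of compounds lying between control limits plus 3 SD, set per campaign, cut at about 8.5% in these data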;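 also: 0% = DMSO-only wells as the low control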
ASAP1 inh = ASAP1 ArfGAP inhibition. ASAP1-stimulated ARF1 GTP hydrolysis, GDP FP detection. Q9ULH1. 360,000 tested, 0.19% active. inhibition, % at 16.5 µM; in the data active = inhibition above about 25%;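 also: 0% = vehicle with enzyme and substrate and 100% = no enzyme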
PLCg1 inh = inhibitors of human phospholipase C gamma1. 370,000 tested, 0.84% active. P19174. AID 720700. inhibition, % at 12.2 µM. purified PLC-gamma1, fluorogenic substrate, fluorescence; in the data active = inhibition above about 9.5%
UHRF1 binding = UHRF1 methyl-DNA binding inhibition. Q96T88. UHRF1 binding to methylated oligo, TR-FRET. inhibition, % at 4.4 µM. 370,000 tested, 0.75% active; in the data active = inhibition above about 21%;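 also: UHRF1 SRA domain binding a hemimethylated CpG hairpin DNA probe; 0% = median of test compound wells and 100% = reference inhibitor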
DDE Tn7 FP inh = inhibitors of Tn7 peptide binding to human fibrin DD(E); 370,000 tested, 0.13% active; P02675; inhibition, % at 8.3 µM; AID 720508; FP displacement of FITC-Tn7 peptide from fibrin DD(E); 0% = median of compound wells per plate;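 active = inhibition above the mean of compounds falling within the control limits plus 3 SD of them, cut at about 14% in these data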;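 also: 0% = plate median of compound wells and 100% = 10 µM Aha-Tn7 peptide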
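Test system: human clot-derived fibrin DD(E) complex / Quantity: 2 µM final DD(E) protein / Incubation: 10 min plus 3 h, room temperature / Measured by: fluorescence polarization / Benchmarks: high control of 10 µM Aha-Tn7 peptide / Replicates: singlicate testing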
MBD2 DNA inh = blocks human MBD2 binding to methylated DNA; TR-FRET, MBD2 binding to methylated oligonucleotide; inhibition, % at 4.4 µM; 370,000 tested, 0.31% active; AID 686964; in the data active = inhibition above about 13%
Target sequence (Q9UBB5 whole entry, looked up): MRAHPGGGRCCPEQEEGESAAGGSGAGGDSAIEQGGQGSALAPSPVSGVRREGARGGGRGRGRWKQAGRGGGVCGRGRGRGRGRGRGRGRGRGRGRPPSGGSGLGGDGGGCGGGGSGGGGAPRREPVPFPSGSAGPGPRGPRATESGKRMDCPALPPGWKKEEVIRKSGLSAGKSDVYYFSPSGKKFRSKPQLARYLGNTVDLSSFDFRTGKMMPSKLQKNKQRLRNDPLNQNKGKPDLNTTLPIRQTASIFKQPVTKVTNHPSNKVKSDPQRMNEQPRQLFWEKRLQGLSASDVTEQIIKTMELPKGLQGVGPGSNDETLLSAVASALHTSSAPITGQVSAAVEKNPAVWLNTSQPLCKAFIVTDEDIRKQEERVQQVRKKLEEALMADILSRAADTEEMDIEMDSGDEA
* marks the source's active call; other numbers are inactive results; · = no result given.

SMILES	Tn6 DDE FP	PLC-beta3 inh	ARFGAP1 inhibitor	KLK7 zymogen act	ADAM17 inh	ASAP1 inh	PLCg1 inh	UHRF1 binding	DDE Tn7 FP inh	MBD2 DNA inh
COCCn1nnnc1CN1CCN(c2cccc(C(F)(F)F)c2)CC1	0	0	2	0.4	-1	5	0	3	-3	-3
COc1cccc(-n2c(=O)n(Cc3ccccc3)c(=O)c3[nH]cnc32)c1	7	0	-4	0.3	-3	-8	3	1	1	-3
COc1ccc2[nH]c(C(=O)N(C)c3ccc(F)cc3F)cc2c1	-13	-21	7	0.5	-4	4	-19	2	3	1
CCC(Oc1ccccc1)C(=O)Nc1ccsc1C(=O)OC (stereo unspecified)	6	4	-6	-1.1	1	-18	1	2	5	5
COc1cc(NC(=S)N2CCN(CCO)CC2)c(OC)cc1Cl	1	2	-12	0.3	-1	-1	1	-3	2	6
N#CCC(=O)Nc1ccc(C(=O)OCC(=O)NCCCc2ccccc2)cc1	-1	-2	5	0.1	-4	-3	1	1	2	3
COc1cccc(OCC(O)CN2CCN(c3ncccn3)CC2)c1 (stereo unspecified)	-6	0	-4	-0.5	0	9	-2	0	0	-3
COc1ccc(CN2C(=NC(=O)C3CCCO3)SC3CS(=O)(=O)CC32)cc1OC (stereo unspecified)	0	-8	4	0.0	-3	-6	3	1	5	-2
Cc1[nH]c(=O)[nH]c(=O)c1S(=O)(=O)Nc1ccc(F)cc1Cl	-4	-5	7	0.3	-4	2	2	-1	0	-1
CCOc1ccc(CCNC(=O)C2=C(C)C(=O)OC23CCC(C)CC3)cc1OCC (stereo unspecified)	-3	2	2	-0.4	3	4	4	1	-5	0
CCOC(=O)c1cn2nc(Oc3ccc(NC(C)=O)cc3)ccc2n1	4	-6	12	0.2	-1	12	0	0	7	0
CCC(C)CCN1C(Nc2ccccc2)=NC[C@@H]1Cc1ccccc1 (stereo partly specified)	-2	5	5	0.2	5	2	6	2	0	2
CCOC(=O)C1CCc2c(ccc3ccccc23)N1CCC#N (stereo unspecified)	5	-41	-2	0.4	-181	-2	-29	-1	-1	4
CCCCNC(=O)C1(C)CCN1C(=O)c1cccnc1Oc1ccccc1 (stereo unspecified)	-3	-3	-10	0.0	-4	-9	1	3	3	2
CC(C)NC(=O)NC(=O)COC(=O)/C=C/c1ccccc1[N+](=O)[O-]	0	3	-3	-1.0	0	-11	6	-1	-3	-5
Cc1ccc(C(=O)Nc2c(C)cc(-c3ccc(Cl)cc3)oc2=O)cc1	-2	0	-6	0.0	8	-3	-6	4	0	5
COc1ccc(Cl)cc1NC(=O)CCCC(=O)c1ccccc1	5	0	-7	-0.3	2	3	2	-1	7	1
O=C(NCCOc1ccccc1)c1ccc2n[nH]nc2c1	-5	-11	7	-0.4	-6	11	-4	1	0	1
Cc1cc(C(=O)Oc2ccccc2C(=O)O)c(C)o1	-1	3	-1	-0.4	0	-3	3	-1	-9	-3
CC1CN(C(=O)C(C)N2CCN(c3cccc(Cl)c3)CC2)CC(C)O1 (stereo unspecified)	-3	1	2	0.1	0	6	2	1	-6	1
O=C(C(NS(=O)(=O)c1cccs1)c1ccccc1)N1CCN(c2ccccc2)CC1 (stereo unspecified)	8	-3	-7	0.3	6	-5	3	-2	0	-4
COc1ccc(N=C(N)NC(=O)OCc2ccccc2)cc1	-9	0	·	0.2	-1	·	0	1	8	4
Cc1noc(C)c1-c1ccc(C(=O)NCc2cccc(Cl)c2)c2occc12	-2	-1	-6	0.4	1	8	-1	1	-2	-1
CC1CCCC(C)N1C(=O)COc1ccc(C(=O)Nc2ccccc2N2CCOCC2)cc1 (stereo unspecified)	-1	3	-5	-0.4	2	8	0	1	3	-1

6 entries picked at random from the list so far, as already listed:
SMILES	Tn6 DDE FP	PLC-beta3 inh	ARFGAP1 inhibitor	KLK7 zymogen act	ADAM17 inh	ASAP1 inh	PLCg1 inh	UHRF1 binding	DDE Tn7 FP inh	MBD2 DNA inh
CC1CCCC(C)N1C(=O)COc1ccc(C(=O)Nc2ccccc2N2CCOCC2)cc1 (stereo unspecified)	-1	3	-5	-0.4	2	8	0	1	3	-1
CC1CN(C(=O)C(C)N2CCN(c3cccc(Cl)c3)CC2)CC(C)O1 (stereo unspecified)	-3	1	2	0.1	0	6	2	1	-6	1
CCOC(=O)C1CCc2c(ccc3ccccc23)N1CCC#N (stereo unspecified)	5	-41	-2	0.4	-181	-2	-29	-1	-1	4
CC(C)NC(=O)NC(=O)COC(=O)/C=C/c1ccccc1[N+](=O)[O-]	0	3	-3	-1.0	0	-11	6	-1	-3	-5
Cc1ccc(C(=O)Nc2c(C)cc(-c3ccc(Cl)cc3)oc2=O)cc1	-2	0	-6	0.0	8	-3	-6	4	0	5
Cc1noc(C)c1-c1ccc(C(=O)NCc2cccc(Cl)c2)c2occc12	-2	-1	-6	0.4	1	8	-1	1	-2	-1

Going on with the list:
SMILES	Tn6 DDE FP	PLC-beta3 inh	ARFGAP1 inhibitor	KLK7 zymogen act	ADAM17 inh	ASAP1 inh	PLCg1 inh	UHRF1 binding	DDE Tn7 FP inh	MBD2 DNA inh
O=C(c1c(F)cccc1Cl)N(Cc1ccco1)C1CCS(=O)(=O)C1 (stereo unspecified)	4	-7	0	-0.9	-6	8	-1	5	0	6
COc1ccc(C(=O)N2CCCC(C(N)=O)C2)cc1S(=O)(=O)N1CCOCC1 (stereo unspecified)	1	0	-2	-0.6	0	-2	3	2	-3	3
CCOc1ccc(S(=O)(=O)Nc2cc(SCC(=O)O)c(O)c3ccccc23)cc1	0	-20	0	-2.0	-5	-6	-6	-6	3	-4
O=C(CSc1nnc(-c2ccncc2)o1)Nc1nncs1	-1	-13	-5	0.4	-2	-11	-7	-2	4	1
Cc1ccc(-c2nc3cccnc3o2)cc1NC(=O)COc1ccc(Cl)cc1C	-6	-1	2	0.4	-4	-2	-1	2	0	-1
CC(C)CNS(=O)(=O)CC1NCc2ccccc21 (stereo unspecified)	-8	-5	·	0.5	-2	·	-6	-7	2	-2
C=CCn1c(CCNC(=O)c2cccs2)nnc1SCC(=O)Nc1cccc(F)c1	6	0	-1	0.8	-5	12	0	0	-8	0
NC(=O)C1CCCN(Cc2ccc(Cl)cc2)C1 (stereo unspecified)	11	2	-2	0.7	0	4	4	1	-6	4
O=C(COC(=O)c1cccc(F)c1)NC(=O)NCc1ccccc1	-2	-7	9	-0.5	6	-4	-1	2	0	-2
C/C(=N/N=C(/N)SCc1ccccc1)C(C)(C)C	-6	-3	-8	-0.6	2	7	-4	-3	0	-4
CCC(C)n1[nH]c(=O)c2c(C)cc(C)nc21 (stereo unspecified)	-4	-22	2	1.1	-5	-2	-17	1	1	-5
O=C(Nc1c[nH]c(=O)[nH]c1=O)c1ccccc1Br	-3	-6	-1	-0.8	-2	0	1	0	3	-3

Entries of single compounds from above. Screens in order: Tn6 DDE FP, PLC-beta3 inh, ARFGAP1 inhibitor, KLK7 zymogen act, ADAM17 inh, ASAP1 inh, PLCg1 inh, UHRF1 binding, DDE Tn7 FP inh, MBD2 DNA inh
O=C(Nc1c[nH]c(=O)[nH]c1=O)c1ccccc1Br is entered as -3, -6, -1, -0.8, -2, 0, 1, 0, 3, -3
CC(C)CNS(=O)(=O)CC1NCc2ccccc21 (stereo unspecified) is entered as -8, -5, ·, 0.5, -2, ·, -6, -7, 2, -2
O=C(COC(=O)c1cccc(F)c1)NC(=O)NCc1ccccc1 is entered as -2, -7, 9, -0.5, 6, -4, -1, 2, 0, -2

Carrying on.
SMILES	Tn6 DDE FP	PLC-beta3 inh	ARFGAP1 inhibitor	KLK7 zymogen act	ADAM17 inh	ASAP1 inh	PLCg1 inh	UHRF1 binding	DDE Tn7 FP inh	MBD2 DNA inh
O=c1[nH]c(-c2ccc(Cl)cc2)nc(=S)[nH]1	0	-8	5	0.0	1	14	0	-1	3	0
Cc1c(-c2ccccc2)nc(N)c(C#N)c1-c1cccs1	10	-24	12	0.0	0	-5	-22	-1	7	-2
CCCCN(CCCC)C(=S)N/N=C/c1c(C)[nH]n(-c2ccccc2)c1=O	2	5	10	0.3	2	9	9.9*	-13	3	-1
COC(=O)C1CCN(S(=O)(=O)CCNC(=O)c2cccc(OC)c2)CC1	0	-4	4	-0.4	-1	6	-1	-2	-1	-1
Cc1c(C(=O)NCCC#N)sc(=O)n1Cc1ccccc1F	-2	0	-8	0.1	-2	-8	1	1	-1	1
CCOc1ccc(NC(=S)N(CCCN2CCCC2)Cc2cccn2Cc2ccc(Cl)cc2)cc1	7	-3	-3	0.1	-1	3	1	-1	-4	1
CCCSCCCNC(=O)Cn1cc2c(n1)CCCCC2	-4	1	5	0.6	-1	-21	2	0	3	-2
C/C(Cc1ccccc1)=N\NC(=O)CNC(=O)/C=C\c1ccccc1	-2	-10	5	-0.1	-4	-2	-2	3	-4	7
Cc1ccc(C)c(Cn2c(CO)nc3ccccc32)c1	5	3	0	-0.3	0	6	6	1	4	-5
COc1ccc(CNC(C)CCc2ccccc2)cc1 (stereo unspecified)	-6	4	16	-0.5	-4	0	2	5	4	4
CCc1ccccc1NC(=O)N1CCc2ccccc2C1	7	-6	3	-1.3	0	-9	0	1	3	0
Cc1ccc(NC(=O)[C@H](C)NC(=O)C2CCN(C(=O)[C@H](CC(C)C)NC(=O)OC(C)(C)C)CC2)cc1	1	2	-7	-0.2	0	4	1	1	-6	-1
